ALOX12 inhib: 12-hLO (ALOX12) enzyme inhibition. P18054. purified 12-hLO, xylenol orange hydroperoxide absorbance. Potency, µM (highest dose often 57.1 µM), for the others: top-dose activity change, negative = inhibition, most hits filed as inhibitors. 150,000 tested, 0.12% active; further: potency means the concentration at half of the fitted maximal effect; nearly all actives have a fitted effect of over 55% in size; many of its hits are not listed in these tables
Target sequence (P18054 whole entry, looked up): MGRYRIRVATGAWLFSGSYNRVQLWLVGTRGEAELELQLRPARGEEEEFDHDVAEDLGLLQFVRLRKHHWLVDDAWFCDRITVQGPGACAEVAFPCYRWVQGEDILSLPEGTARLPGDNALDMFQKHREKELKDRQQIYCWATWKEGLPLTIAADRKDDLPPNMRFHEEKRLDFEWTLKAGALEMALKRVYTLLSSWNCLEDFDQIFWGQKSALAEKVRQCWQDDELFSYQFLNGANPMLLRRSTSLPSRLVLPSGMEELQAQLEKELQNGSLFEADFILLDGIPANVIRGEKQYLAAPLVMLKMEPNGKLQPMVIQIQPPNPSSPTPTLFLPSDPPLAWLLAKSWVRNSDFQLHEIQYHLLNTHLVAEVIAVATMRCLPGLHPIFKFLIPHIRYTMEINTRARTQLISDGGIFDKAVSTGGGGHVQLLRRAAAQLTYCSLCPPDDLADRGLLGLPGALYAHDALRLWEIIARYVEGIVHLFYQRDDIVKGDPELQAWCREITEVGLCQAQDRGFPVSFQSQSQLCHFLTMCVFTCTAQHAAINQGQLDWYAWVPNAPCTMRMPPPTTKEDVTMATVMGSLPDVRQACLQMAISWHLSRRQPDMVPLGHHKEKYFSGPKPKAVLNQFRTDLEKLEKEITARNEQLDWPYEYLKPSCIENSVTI
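Lipoxygenase turnover measured by absorbance at 573 and 405 nm after Fe-XO development. Human 12hLO 150 nM, arachidonate 40 uM, pH 7.0 Hepes buffer with detergent; 15 min compound preincubation, 30 min reaction.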
15-hLO-2 inh: blocks human 15-lipoxygenase 2 activity; Potency, µM (titrated, usually from 57.1 µM), for the others: at the top dose activity change, negative = inhibition, usual class: inhibitors; purified 15hLO-2, xylenol orange hydroperoxide absorbance; 110,000 tested, 0.56% active; AID 881; further: potency means the concentration at half of the fitted maximal effect; nearly all actives have a fitted effect of over 60% in size; many of its hits are not listed in these tables
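Read-out: hydroperoxide product oxidises ferrous iron, measured as xylenol orange complex via the 573-to-405 nm absorbance ratio after 30 min. Reaction: 50 nM enzyme, 15 min compound preincubation, 45 uM arachidonic acid, 90 min RT, Hepes pH 7.5 with Triton X-100.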
IMPase inh: cell-permeable inhibitors of inositol monophosphatase (IMPase) | P97697 | CHO-M1 cells, IP1 accumulation, HTRF TR-FRET ratio | inhibition (IP1 accumulation), % at 46.1 µM | 120,000 tested, under 10 active | AID 901; active means well fitted curve in the direction sought with a large enough effect in the signal ratio, not every such curve was filed as active; inconclusive means small, poorly fitted or top-dose-only effect, or a change in a side signal; inactive means no such curve, though single readings can be large or run the other way; the % refers to the signal ratio;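 further: cells stimulated with carbachol in lithium chloride buffer; plate controls were DMSO basal wells for no effect and reference inhibitor wells for full effect; higher means more IMPase inhibition seen as more IP1 and lower FRET ratio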
Target sequence (P97697 whole entry, looked up): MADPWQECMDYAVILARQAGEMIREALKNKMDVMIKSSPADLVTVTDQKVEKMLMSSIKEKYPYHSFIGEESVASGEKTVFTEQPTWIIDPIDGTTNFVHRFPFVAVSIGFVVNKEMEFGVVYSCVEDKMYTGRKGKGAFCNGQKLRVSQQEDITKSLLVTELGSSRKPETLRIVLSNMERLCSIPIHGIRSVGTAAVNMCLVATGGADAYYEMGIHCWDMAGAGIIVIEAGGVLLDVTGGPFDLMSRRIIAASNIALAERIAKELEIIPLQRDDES
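Seeded CHO-M1 cells were dosed with compound at up to 46 uM, stimulated with carbachol for 30 min, then lysed in IP-One detection reagents. Higher IP1 lowers the TR-FRET signal.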
PNC inhibitor: blocks assembly of the perinucleolar compartment. AID 2417. activity change (PNC), negative = inhibition, % at 10 µM. 140,000 tested, 3.1% active. PC3M PTB-GFP, PNC prevalence imaging, 16 h; hits give low values;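 active means readout at or below -70, meaning at least 70% loss of cells showing the perinucleolar compartment, a nuclear body marking cancer cells; inconclusive means readout between -30 and a set limit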;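 further: plate controls were DMSO wells for no effect and camptothecin positive control wells for full effect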
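Compounds are pinned in duplicate onto adhered PC3M cells stably expressing GFP-tagged PTB and incubated 16 h at 37 C. Cells are then fixed, nuclei stained with Hoechst, and PNC-positive cells counted.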
* marks the source's active call; other numbers are inactive results; ? = inconclusive; · = no result given; [ ] = dose if it differs, or a comment. Unless noted, the call rests on the fitted dose curve; in most records, active means well fitted curve in the direction sought with a large enough effect; inconclusive means small, poorly fitted or top-dose-only effect, or another doubt; inactive means no such curve, though single readings can be large; an effect the other way counts as inactive or inconclusive. Unless noted, on the % scale 0 is the no-effect control and ±100 the full control effect.

Preview (6 entries):
Molecule | 15-hLO-2 inh | PNC inhibitor | IMPase inh | ALOX12 inhib
CC1=C(C(=O)NC(C)C)C2(CCC(C)CC2)OC1=O (stereo not given) | · | 10 | -4 | 3%
CC1(c2cccc([N+](=O)[O-])c2)CC(C)(C)N(C(=O)c2ccccc2)c2ccccc21 (stereo not given) | · | ? | -3 | -4%
CC(=O)CC(c1ccccc1)C1C(=O)Oc2ccccc2C1=O (stereo not given) | 12%[0.0915 µM] | · | · | 0%[0.00818 µM]
COc1ccc(/C=N/NC(=O)c2ccn[nH]2)cc1COc1ccc(Cl)cc1Cl | 28% | ? | 6 | -19%
Cc1ccc(C)c(N=Nc2nc3ccccc3n2C)c1 | -10% | -16 | 12 | -6%
CCCOC(=O)CSc1nnc(-c2ccc(Cl)cc2Cl)o1 | -5% | 29 | -2 | -18%

Main list (from the top)
Molecule | 15-hLO-2 inh | PNC inhibitor | IMPase inh | ALOX12 inhib
CC1=C(C(=O)NC(C)C)C2(CCC(C)CC2)OC1=O (stereo not given) | · | 10 | -4 | 3%
CC1(c2cccc([N+](=O)[O-])c2)CC(C)(C)N(C(=O)c2ccccc2)c2ccccc21 (stereo not given) | · | ? | -3 | -4%
CC(=O)CC(c1ccccc1)C1C(=O)Oc2ccccc2C1=O (stereo not given) | 12%[0.0915 µM] | · | · | 0%[0.00818 µM]
COc1ccc(/C=N/NC(=O)c2ccn[nH]2)cc1COc1ccc(Cl)cc1Cl | 28% | ? | 6 | -19%
Cc1ccc(C)c(N=Nc2nc3ccccc3n2C)c1 | -10% | -16 | 12 | -6%
CCCOC(=O)CSc1nnc(-c2ccc(Cl)cc2Cl)o1 | -5% | 29 | -2 | -18%
CN(CC(=O)NCCc1ccccc1)S(=O)(=O)c1cnc[nH]1 | · | -6 | · | 1%
O=C(Nc1cccc(Cl)c1)Nc1cccc(Cl)c1 | · | -3 | 13 | -3%
O=C(Nc1ccc2nc3n(c(=O)c2c1)CCCC3)c1cc([N+](=O)[O-])ccc1F | · | ? | · | 0%
C=CCc1c(C)nc(-c2ccccc2)nc1N/N=C(\C)c1ccc(N)cc1 | · | ? | · | 0%
O=c1c2c(nc3cc(-c4ccc(F)cc4)[nH]n13)CCC2 | · | 51 | · | 0%
O=C(O)C=C1CCN(c2ncc(C(F)(F)F)cc2Cl)CC1 | 0% | 53 | 2 | 0%
Cc1nn(Cc2ccc(Cl)c(Cl)c2)c(C)c1NC(=O)c1sc2ccccc2c1Cl | -1% | 16 | 1 | -9%
CCN1CCN(Cc2ccc(NC(=O)CC3Oc4ccc(C)cc4NC3=O)cc2)CC1 (stereo not given) | 18% | ? | 16 | 6%
CCOC(=O)c1cc2cc(OC)ccc2nc1C | · | ? | · | 2%

Following part
Molecule | 15-hLO-2 inh | PNC inhibitor | IMPase inh | ALOX12 inhib
O=C(NCC1CCCO1)c1ccc(NC(=O)C2C3C=CC(C3)C2C(=O)O)cc1 (stereo not given) | 0% | 11 | -5 | -3%
C=C(C)CN=C1NN=C(c2cc(C)n(-c3ccc(C)cc3)c2C)CS1 | · | 7 | · | -6%
COC(=O)C1=CC(C(=O)c2cccs2)=NN(c2ccc(OC)cc2)C1C(=O)OC (stereo not given) | · | 35 | · | 1%
O=C(Cn1cnc2c(cnn2-c2ccccc2)c1=O)N1CCCc2ccccc21 | 3% | ? | 5 | -2%
Cn1c(CO)cnc1SCc1ccccc1 | 1% | -9 | -6 | -1%
O=C(N/N=C\c1ccc(OCC(=O)N2CCCC2)cc1)C(=O)Nc1ccccc1F | · | -4 | · | -2%
Cc1cccc(CSC(Nc2ccc(F)cc2)=C(C#N)C#N)c1 | · | ? | · | 0%
CC(C)(C)c1cc(C(=O)Nc2cccc3ccccc23)ccn1 | · | 20 | 13 | -2%
CCCNC(=O)COc1ncnc2sc(C)c(C)c12 | 4% | -10 | -2 | 6%
NC(=O)C1CCN(C(=S)c2cccs2)CC1 | -7% | 4 | -10 | -5%
O=C(O)Cn1cc(C(=O)c2cccs2)c2ccccc21 | 6%[2.29 µM] | -4 | -30 | 1%
CCOc1ccc(S(=O)(=O)NCCC(=O)NC2=NCCS2)cc1 | -1% | 17 | -4 | -7%
COC(=O)CCCC(=O)Nc1c(F)c(F)c(F)c(F)c1F | -11% | -4 | -2 | 5%
CCN(CC)CCOC(=O)c1ccc(Cl)cc1 | 14% | -4 | -4 | 10%
CC(C)C(=O)Nc1ccc(NC(=O)c2ccccc2Cl)nc1 | 2% | ? | 8 | 5%

Further results:
Molecule | 15-hLO-2 inh | PNC inhibitor | IMPase inh | ALOX12 inhib
O=C1C2CC=CCC2C(=O)N1CC(=O)N(Cc1ccccc1)C1CCS(=O)(=O)C1 (stereo not given) | 2% | ? | 0 | -1%
c1cncc(-c2nc3c(ccc4ccccc43)[nH]2)c1 | -7% | -2 | -4 | -2%
CCOC(=O)Cc1nnc(NC(=O)C(CC)Sc2nnc3c4ccccc4n(C)c3n2)s1 (stereo not given) | -11% | -23 | -14 | 3%
COc1ccc(-c2noc(CSc3nc(N)c(-c4ccccc4)c(=O)[nH]3)n2)cc1 | -4% | 62 | 10 | -4%
COc1cccc(NC(=O)Cc2cn(C)c3ccccc23)c1 | -4% | 9 | 4 | -5%
Nc1ccc(-c2nc3c(Cl)c(N)ccc3[nH]2)cc1 | -4% | 33 | -4 | -3%
O=C(NC1CCCC1)C1CCN(S(=O)(=O)N2CCCCC2)CC1 | 5% | ? | -1 | -4%
Cn1c(SCC(=O)NC2CCCCC2)nnc1-c1cccc(N)c1 | · | 11 | -10 | 21%
CN1CCN(c2ccc([N+](=O)[O-])cc2C(=O)c2ccccc2)CC1 | · | 1 | 6 | 1%
Cc1c(Br)cc(C(=O)N2CCCCCC2)c(C)c1C | 4% | ? | 3 | -8%
CCN1CCc2c(C#N)c(N3CCOCC3)nc(NCc3ccccc3)c2C1 | 18% | -12 | 3 | 3%
O=C1C2CC=C(Cl)CC2C(=O)N1CCC[n+]1cccc2ccccc21 (stereo not given) | · | 28 | 8 | -1%
O=[N+]([O-])c1cc(S(=O)(=O)N2CCCC2)ccc1N/N=C/c1ccncc1 | · | 2 | · | 7%
Cc1ccc(S(=O)(=O)N(c2cccc(C)c2)C2CCS(=O)(=O)C2)cc1 (stereo not given) | 0% | 5 | 5 | 9%
CC1(C)CC(=O)C(C=Nc2ccc(O)cc2)=C(O)C1 | 0% | -27 | 2 | 1%

(more compounds)
Molecule | 15-hLO-2 inh | PNC inhibitor | IMPase inh | ALOX12 inhib
Cc1ccccc1NC1=NC(C)(C)N=C(N)N1 | 7% | ? | 10 | -4%
CCOC(=O)c1ccc(N/C(=N\S(=O)(=O)c2ccccc2C)c2ccccc2)cc1 | ? | 57 | 6 | -7%
Cc1cccc(C)c1NC(=O)C(NC(=O)c1ccccn1)c1ccc([N+](=O)[O-])cc1 (stereo not given) | 13%[11.4 µM] | -18 | 10[1.84 µM] | -2%
Nn1cnc2c(c1=O)C1(CCCCC1)Cc1ccccc1-2 | · | ? | · | -5%
O=C(NC1CCCCCC1)c1c(F)c(F)c(F)c(F)c1F | 2% | ? | 5 | -3%
CC(C)(C)c1ccc(OCCn2ccccc2=O)cc1 | 12% | 4 | 4 | -18%
COc1ccc(Cc2c(O)nc(SC)n(C(C)=O)c2=O)cc1 | 0% | -23 | 0 | 0%
O=C(c1ccccc1)c1cccn1CC(=O)N1CCN(C2CCCCC2)CC1 | 14% | 17 | -18 | 0%
CC(=O)c1c(C)nc2sc3c(=N)n(N)cnc3c2c1-c1ccc(Cl)cc1 | · | 10 | · | 1%
CCOC(=O)c1cc(C)n(CCCN2CCOCC2)c1C | 3% | 15 | 3 | 9%
CCCC(=O)Nc1nc2ccc(NC(=O)c3ccc(Br)o3)cc2s1 | 7% | 34 | 15 | -3%
CCN1C(=O)/C(=C\N(C)C)c2ccccc21 | · | 5 | -3 | -2%
CC(=O)OC1CC(C)(C)N(OC(=O)CCCN2C(=O)c3ccccc3C2=O)C(C)(C)C1 | 1% | -21 | 15 | 0%
Cn1ncc2c(N3CCOCC3)ncnc21 | 0% | -23 | 6 | -6%
CC(=O)Nc1ccc(S(=O)(=O)N2CCOCC2)cc1 | · | 41 | -14 | 6%

The listing continues:
Molecule | 15-hLO-2 inh | PNC inhibitor | IMPase inh | ALOX12 inhib
C=CCn1c(O)c(N=NC(=O)c2ccc3c(c2)OCO3)c2ccccc21 | -4% | 8 | -6 | -7%
O=C(C1=C(O)C(=O)N(CCOCCO)C1c1cccs1)c1cccs1 (stereo not given) | 1% | -3 | ? | -7%
CC(=O)Nc1ccc(NC(=O)C(C)OC(=O)c2ccccc2C(=O)c2ccc(Cl)c([N+](=O)[O-])c2)cc1 (stereo not given) | · | 15 | · | 1%
COc1ccc(Nc2nc(-c3cccc([N+](=O)[O-])c3)nc3ccccc23)cc1 | · | ? | · | 0%
O=S(=O)(O)c1cc(N=Nc2cccc3ccccc23)c(O)c2ncccc12 | 26%[11.4 µM] | · | · | -5%[11.4 µM]
CCCCN1CC(O)=C(c2nc3ccccc3[nH]2)C1=N | 34%[activator] | -4 | -7 | -2%
O=C(CN1CCCCCC1)NCCc1ccc(F)cc1 | -19% | 40 | 6 | 2%
COc1ccccc1NC(=O)Cn1nnc(C(=O)Nc2ccccc2)c1N | 0% | ? | -2 | -5%
COc1cc(S(=O)(=O)n2c(C)nc3ccccc32)ccc1F | -1% | ? | 10 | -1%
C/C(=N/NC(=O)c1cccs1)c1cccc(NC(=O)C2CC2)c1 | -7% | 56 | 6 | -3%
COCC(=O)Nc1cc(C(=O)OC)cc(C(=O)OC)c1 | · | 0 | · | -1%
Clc1ccc(CN2CCC(c3nc4ccc(Cl)cc4[nH]3)CC2)cc1 | 23% | 48 | 10 | -15%
O=C(NCc1ccccc1)NC1CC2CCC(C1)N2Cc1ccco1 (stereo not given) | 12% | 20 | 14 | 3%
CCC(C(=O)OCC(=O)Nc1c(C)n(C)n(-c2ccccc2)c1=O)c1ccccc1 (stereo not given) | -2% | 23 | -3 | 2%
COc1ccc(C2c3c(ncn(CCN4CCOCC4)c3=N)Oc3ccc4ccccc4c32)cc1 (stereo not given) | 47%[activator] | 46 | 9 | -10%
COc1ccc(-c2ccnc(SCC(=O)c3ccc(Br)cc3)n2)cc1 | · | 6 | -10 | -5%
CC1Cc2cc(/C(O)=C3/C(=O)C(=O)N(CCCn4ccnc4)C3c3ccncc3)ccc2O1 (stereo not given) | 4% | 22 | -27 | -2%

Another view of some results above:
smiles: COc1ccc(C2c3c(ncn(CCN4CCOCC4)c3=N)Oc3ccc4ccccc4c32)cc1 (stereo not given)
  15-hLO-2 inh = 47%[activator]; PNC inhibitor = 46; IMPase inh = 9; ALOX12 inhib = -10%

smiles: O=C(NCc1ccccc1)NC1CC2CCC(C1)N2Cc1ccco1 (stereo not given)
  15-hLO-2 inh = 12%; PNC inhibitor = 20; IMPase inh = 14; ALOX12 inhib = 3%

Structures shown so far that contain a thiophene ring, fused or not, in the order listed:
Molecule | 15-hLO-2 inh | PNC inhibitor | IMPase inh | ALOX12 inhib
Cc1nn(Cc2ccc(Cl)c(Cl)c2)c(C)c1NC(=O)c1sc2ccccc2c1Cl | -1% | 16 | 1 | -9%
COC(=O)C1=CC(C(=O)c2cccs2)=NN(c2ccc(OC)cc2)C1C(=O)OC (stereo not given) | · | 35 | · | 1%
CCCNC(=O)COc1ncnc2sc(C)c(C)c12 | 4% | -10 | -2 | 6%
NC(=O)C1CCN(C(=S)c2cccs2)CC1 | -7% | 4 | -10 | -5%
O=C(O)Cn1cc(C(=O)c2cccs2)c2ccccc21 | 6%[2.29 µM] | -4 | -30 | 1%
CC(=O)c1c(C)nc2sc3c(=N)n(N)cnc3c2c1-c1ccc(Cl)cc1 | · | 10 | · | 1%
O=C(C1=C(O)C(=O)N(CCOCCO)C1c1cccs1)c1cccs1 (stereo not given) | 1% | -3 | ? | -7%
C/C(=N/NC(=O)c1cccs1)c1cccc(NC(=O)C2CC2)c1 | -7% | 56 | 6 | -3%

An excerpt, so the mix of outcomes need not match the whole.
